High-throughput results (PubChem)
human PMI inhibitors – human PMI inhibitors, high substrate, primary screen, biochemical, fluorescence intensity, high mannose 6-phosphate (AID 1220). recombinant PMI enzyme, coupled fluorescence intensity; higher % means a stronger effect. inhibition, % at 20 µM, or IC50 in µM where a hit was titrated. actives 0.66% (n = 190,000)
P. falciparum M17LAP – P. falciparum M17LAP inhibitors, primary screen, biochemical, fluorogenic H-Leu-NHMec substrate, 1536-well (AID 1619); recombinant M17LAP, H-Leu-NHMec fluorogenic kinetic assay; higher % means a stronger effect; one-dose inhibition, % at 30 µM; IC50 in µM for titrated hits; actives 0.38% (n = 220,000);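 active = compound inhibiting the enzyme by more than half at any dose during confirmatory dose-response retesting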;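 also: plate controls were full reaction with DMSO carrier for no effect and no enzyme background for full effect; strong numbers were not always called active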
M1AAP inhibition – P. falciparum M1AAP inhibitors, biochemical, fluorogenic H-Leu-NHMec substrate, 1536-well (AID 1445). actives 0.42% (n = 220,000). inhibition, % at 30 µM, or IC50 in µM where a hit was titrated. recombinant M1AAP, H-Leu-NHMec fluorogenic kinetic assay; higher % means a stronger effect;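 active = primary inhibition above the hit cutoff, then over 50% inhibition at one or more dose response concentrations, cut at about 23% in these data, passing the limit was not always enough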;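 also: plate controls were DMSO full reaction for no effect and no enzyme background for full effect; strong numbers were not always called active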
LYP phosphatase – PTPN22 lymphoid phosphatase activity blockers – biochemical, fluorescence intensity, uHTS (AID 1779); recombinant LYP phosphatase, fluorescence intensity; higher % means a stronger effect; inhibition, % at 11.5 µM; hits with a dose series show IC50 in µM; actives 0.054% (n = 290,000);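 also: plate controls were vehicle with enzyme for no effect and no enzyme for full effect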
PMI inhibitors – MPI enzyme activity inhibition – biochemical, fluorescence intensity, coupled assay, primary screen (AID 1209); actives 0.42% (n = 190,000); inhibition, % at 20 µM, or IC50 in µM where a hit was titrated; purified PMI enzyme, coupled fluorescence intensity; higher % means a stronger effect;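 also: plate controls were DMSO vehicle for no effect and wells lacking substrate for full effect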
WT yeast gro inh – growth inhibition of WT yeast, mitochondrial fusion screen; AID 1362; mitochondrial fusion phenotypic screen, WT strain; actives 2.1% (n = 190,000); inhibition, % at 10 µM; in the data active = inhibition above about 58%; tested in S. cerevisiae
TNAP activation fold – stimulation of alkaline phosphatase TNAP activity – biochemical, luminescent, no phosphate acceptor, uHTS, primary screen (AID 1001) | purified TNAP, luminescent activation assay, no phosphate acceptor; higher activation fold means a stronger effect | actives 0.03% (n = 200,000) | one-dose activation fold at 20 µM; EC50 in µM for titrated hits; in the data active = activation fold from about 3, or a potency from the dose series; inactive = the rest, 99 in 100 with activation fold below about 1.6; also: many of its hits are not listed in these tables
Yfh1-off respiration – mitochondrial function rescue without frataxin homolog – Friedreich's ataxia, plus single-dose screen, dose response (AID 1465); S. cerevisiae Yfh1-off respiration, WST-1 reduction, 72 h; higher fold induction means a stronger effect; one-dose fold induction at 50 µM; EC50 in µM for titrated hits; actives 0.074% (n = 220,000);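 active = fold induction of absorbance versus untreated yeast above a set limit, then at least 30% activation at any dose in follow-up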;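 also: activators that raise dye reduction in frataxin-depleted yeast; strong numbers were not always called active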
XIAP displacement – small molecules displacing peptide from XIAP – biochemical, IAP family, fluorescence polarization (AID 1018); XIAP BIR domain, fluorescence polarization peptide displacement; higher % means a stronger effect; displacement, % at 20 µM, or IC50 in µM where a hit was titrated; actives 0.007% (n = 200,000); in the data active = displacement above about 50%; also: a part of the inactive calls stands beside numbers as strong as those of hits
WT yeast gro inh mutant strain – second read-out of WT yeast gro inh, no call of its own (marks repeat the call); inhibition, %; mitochondrial fusion phenotypic screen, mutant strain inhibition
An asterisk follows results filed as active; i = inactive; / = not tested or not shown. Rule as the data show it, unless noted: active = inhibition above about 50%; inactive = the rest.

no.	structure	human PMI inhibitors	P. falciparum M17LAP	M1AAP inhibition	LYP phosphatase	PMI inhibitors	WT yeast gro inh	WT yeast gro inh mutant strain	TNAP activation fold	Yfh1-off respiration	XIAP displacement
1	COc1ccc(C(=O)N(CC2CCCO2)C(C(=O)NC2CCCC2)c2ccc(C)cc2)cc1OC (stereo not given)	4%	9%	0%	-5%	2%	5	9	1.1	i	-0.9%
2	COc1ccc(-n2c(SCC(=O)N3CCc4ccccc43)nnc2-c2c[nH]c3ccccc23)cc1	-3%	-1%	4%	-6%	-2%	16	-14	1.1	/	-9.1%
3	CCN1CCN(C(=O)C2CCN(Cc3cc(Cl)ccc3O)CC2)CC1	-10%	14%	0%	-14%	-11%	11	10	1	i	-3.3%
4	O=C1CN(C(=O)COC(=O)CNS(=O)(=O)c2ccccc2)c2ccccc2N1	-9%	5%	1%	-4%	-11%	-10	-1	1.1	i	-2.6%
5	CC(=O)N1CC=C2C(C#N)=C(N)C(C#N)(C#N)C(CCc3ccccc3)C2C1 (stereo not given)	14%	-7%	8%	-4%	12%	-4	-3	1.1	i	-4.4%
6	COC(=O)c1ccc(NC(=O)c2ccc(NC(=O)C3CCCO3)cc2)cc1 (stereo not given)	-4%	5%	2%	-1%	-2%	-9	-17	1.1	i	-5.1%
7	COC(=O)c1c(NC(=O)CN2C(=O)C(=O)N(CC(C)C)C2=O)sc2c1CCCCC2	14%	3%	1%	11%	26%	11	-2	1.1	i	-4.8%
8	CN(Cc1ccccc1)CC(O)COc1ccc(CNCCCOc2cccnc2)cc1 (stereo not given)	4%	-6%	-2%	-8%	7%	1	-15	1.1	i	-1.6%
9	CCc1c(C)nc(N)n2c(SCC(=O)Nc3ccccc3)nnc12	3%	7%	0%	-8%	8%	-16	6	1.1	i	-4.4%
10	CSc1nc2ccc(NC(=O)c3ccc(Cl)s3)cc2s1	-2%	5%	-1%	-5%	1%	3	9	1.1	/	-5.6%
11	COc1ccccc1-c1n[nH]c2c1[C@H](C)CC[C@H]2C(C)C	6%	-9%	3%	0%	7%	7	9	0.6	i	-4.4%
12	COc1ccc(/C=C/c2ccncc2)c2ccccc12	-1%	2%	1%	5%	3%	41	24	1.1	i	-0.8%
13	Cc1ccn2c(=O)cc(C)nc2c1	9%	-3%	8%	-10%	5%	-13	-5	1.1	i	-2.0%
14	COc1ccc(NC(=O)Nc2ccccc2C(=O)N2CCCC2)cc1	0%	13%	-2%	-10%	4%	13	-2	1.1	i	-2.1%
15	CNC(=O)c1ccc(-c2sc3nc(N4CCOCC4)c4c(c3c2N)CC(C)(C)OC4)o1	48%	0%	12%	-4%	12%	-7	-26	1.1	i	-4.8%
16	O=C1/C(=C\c2ccc(-c3ccccc3Cl)o2)SC(=S)N1CC1CCCO1 (stereo not given)	-13%	1%	-2%	-1%	-14%	15	9	0.8	i	-0.4%
17	Cc1cccn2c(=O)c3cc(S(=O)(=O)c4ccccc4)c(=N)n(Cc4ccco4)c3nc12	/	-10%	5%	-16%	/	3	-9	1	i	-4.0%
18	Clc1cc(Br)ccc1OCCN1CCOCC1	7%	18%	-1%	-6%	3%	-2	3	1	i	-7.7%
19	O=C(Cn1cccn1)c1ccccc1	-11%	3%	11%	-6%	-9%	-16	10	1.1	i	-1.1%
20	CC(C)(C)NC(=O)CN(Cc1cccnc1)C(=O)c1csnn1	6%	15%	-4%	-9%	1%	4	15	1.1	i	-1.3%
21	CCc1nnc(NC(=O)CSc2nnc(-c3ccoc3C)n2-c2ccc(C)cc2)s1	4%	29%	2%	4%	1%	18	25	1.1	/	-7.8%
22	O=c1cc(N2CCc3ccccc3C2)[nH]c(=O)n1-c1ccc(Cl)cc1	8%	2%	1%	-5%	-3%	-16	9	1.1	i	-0.5%
23	COCCn1c(C)cc(C(=O)COC(=O)CNC(=O)c2ccccc2)c1C	-7%	11%	1%	-3%	7%	-5	-4	1	i	-4.0%
24	Fc1ccc(Sc2ccccc2CNC2=NCCN2)cc1	19%	-16%	16%	1%	30%	79*	60*	1.1	i	-1.8%

Compounds 22 through 24 from above:
no.	structure	human PMI inhibitors	P. falciparum M17LAP	M1AAP inhibition	LYP phosphatase	PMI inhibitors	WT yeast gro inh	WT yeast gro inh mutant strain	TNAP activation fold	Yfh1-off respiration	XIAP displacement
22	O=c1cc(N2CCc3ccccc3C2)[nH]c(=O)n1-c1ccc(Cl)cc1	8%	2%	1%	-5%	-3%	-16	9	1.1	i	-0.5%
23	COCCn1c(C)cc(C(=O)COC(=O)CNC(=O)c2ccccc2)c1C	-7%	11%	1%	-3%	7%	-5	-4	1	i	-4.0%
24	Fc1ccc(Sc2ccccc2CNC2=NCCN2)cc1	19%	-16%	16%	1%	30%	79*	60*	1.1	i	-1.8%

More results follow.
no.	structure	human PMI inhibitors	P. falciparum M17LAP	M1AAP inhibition	LYP phosphatase	PMI inhibitors	WT yeast gro inh	WT yeast gro inh mutant strain	TNAP activation fold	Yfh1-off respiration	XIAP displacement
25	COc1ccc(-c2c[n+]3c(n2-c2ccccc2)SCC3)cc1OC	3%	-2%	0%	-5%	2%	4	-2	1.1	i	-6.3%
26	CCC(NS(=O)(=O)c1c(C)[nH]c(=O)[nH]c1=O)C12CC3CC(CC(C3)C1)C2 (stereo not given)	15%	17%	9%	-2%	13%	64*	6.4*	1	i	0.5%
27	O=C(CSc1nnc(CNc2ccc(F)cc2)o1)OC1CCCCC1	1%	2%	1%	-4%	-1%	-9	4	1.1	i	-6.2%
28	O=C(/C=C/c1cccs1)N1CCN(c2ccc(F)cc2)CC1	/	19%	6%	6%	/	/	/	/	i	/
29	Cc1ccccc1NC(=O)CSC(N)=O	-11%	9%	5%	-7%	10%	14	5	1.5	i	-4.5%
30	CCOc1cc(-c2nc(-c3ccccc3OC)no2)cc(OCC)c1OCC	17%	-8%	3%	0%	18%	-3	3	1	i	-5.1%
31	COc1ccc(NC(=S)N2CCN(Cc3cccc(F)c3)CC2)c(OC)c1	-3%	19%	12%	6%	1%	-10	-5	1	i	-5.6%
32	Cc1ccc(-c2n[nH]c3c2C(c2ccccc2)N(c2ccc(C(=O)O)cc2)C3=O)cc1 (stereo not given)	/	51%	30µM*	7%	/	/	/	/	i	/
33	CCc1nc(Nc2ccc3c(c2)OCO3)c2oc3ccccc3c2n1	23%	-3%	14%	-4%	10%	0	9	1	/	-3.5%
34	O=C(OCC(=O)c1c[nH]c2ccccc12)c1ccc([N+](=O)[O-])s1	29%	-4%	10%	7%	17%	97	97	1.1	i	-4.9%
35	CCCSCCCNC(=O)Cn1cc2c(n1)CCC(C)C2 (stereo not given)	14%	8%	4%	2%	12%	16	0	1.2	i	-6.1%
36	CC1(C)Cc2c(ccc3ccccc23)-c2nnc(-c3cccnc3)n21	-7%	0%	3%	-1%	-5%	-2	-1	1.1	i	-5.2%
37	COC(=O)c1ccc(C(C(=O)NC2CCCCC2)N(C(=O)Cc2cccs2)C2CC2)cc1 (stereo not given)	2%	-9%	-6%	1%	9%	19	-1	1.1	i	-3.7%
38	CC1=NCCN1S(=O)(=O)c1cc([N+](=O)[O-])ccc1Cl	9%	-11%	-3%	-10%	5%	19	-19	1	i	-8.4%
39	Cc1nc(C(Cl)(Cl)Cl)nc2[nH]ccc(=O)c12	12%	-4%	5%	-8%	4%	-16	-12	1	i	-7.5%
40	C/C(CC(=O)Nc1ccc(OCc2ccccc2)cc1)=N\NC(=O)C(=O)Nc1ccc(C)c(Cl)c1	-2%	3%	9%	-2%	-4%	-3	-32	1.1	i	-3.6%
41	CCN(CC)c1ccc(NC(=O)COC(=O)/C=C/c2nc3ccccc3s2)cc1	10%	5%	8%	-1%	17%	-7	-1	1.1	i	0.9%
42	COc1cccc(NS(=O)(=O)c2ccc3[nH]cc(C(=O)N(C)Cc4ccco4)c(=O)c3c2)c1	-1%	13%	13%	2%	33%	2	6	1.2	i	-13%
43	C=CCn1c(SCc2nc3cc(C(F)(F)F)ccc3c(=O)[nH]2)nc2sc(CC)cc2c1=O	2%	3%	-1%	-4%	2%	-1	6	1	i	2.1%
44	CC(C)(C)c1ccc(S(=O)(=O)Nc2cccnc2)cc1	-5%	3%	8%	1%	-4%	-18	-9	1	i	-1.8%
45	COc1ccc(OC)c(NC(=O)C2CCCN2C(=O)OCc2ccccc2)c1 (stereo not given)	-5%	-7%	11%	-5%	-5%	14	1	1	i	-8.0%
46	Clc1ccc(-n2nnnc2-c2cnc(-c3ccccn3)nc2-c2cccs2)cc1	-2%	4%	5%	-2%	-3%	1	-4	1	i	-8.9%
47	O=C1C=CCC(/C=C/c2ccccc2)O1 (stereo not given)	-2%	12%	3%	-2%	-5%	-26	-14	1.1	i	-3.8%
48	COc1ccc(C(c2sc3nc(C)nn3c2O)N2CCc3ccccc3C2)cc1 (stereo not given)	9.9µM*	9%	2%	0%	72%*	5	4	1.1	i	-3.7%
49	O=C(COC(=O)c1ccc2c(c1)OCCO2)NCc1ccccc1	-8%	15%	20%	-8%	-11%	-7	-4	1	i	-5.7%
50	Oc1ccc(/C=N/N=C(c2ccccc2)c2ccccc2)c(O)c1O	12µM*	24%	16%	1%	68%*	-12	6	0.9	i	-1.9%
51	NNC(=O)CC12CC3CC(C1)CC(n1ncnn1)(C3)C2	-8%	-2%	0%	-6%	-4%	1	-1	1.1	i	-37%
52	CCNS(=O)(=O)c1ccc(NC(=O)Nc2cc(C)ccc2OC)cc1	/	1%	4%	-1%	/	/	/	/	i	/
53	O=C(O)c1cccnc1Sc1ncnc2sc3c(c12)CCC3	/	4%	2%	-6%	/	/	/	/	i	/
54	COc1ccc(S(=O)(=O)NCC2CCCN(C(=O)CC3CCCC3)C2)cc1 (stereo not given)	2%	-18%	-7%	-3%	8%	4	-10	1	i	-3.6%
55	CN(C)CCOCCSc1ccc(Cl)cc1	10%	-7%	1%	-5%	10%	3	-20	1.1	i	-5.0%
56	COc1ccccc1OCCCc1c(C)n[nH]c1C	-2%	-16%	-2%	0%	-5%	1	27	1	i	-2.0%
57	COc1ccccc1N1CCN(Cc2c[nH]c3ccccc23)CC1	/	-8%	3%	-6%	/	/	/	/	i	/
58	CC(=O)Nc1ccc(NC(=O)/C(=C/c2ccco2)NC(=O)c2ccccc2)cc1	16%	12%	7%	1%	1%	-2	11	1.1	i	0.9%
